# Rad51 HR inh – human RAD51 strand exchange inhibitors, primary screen, biochemical, fluorescence. DNA repair protein RAD51 homolog 1 (Homo sapiens), Q06609. hRad51 DNA strand exchange, fluorescence dequenching. inhibition, % at 10 µM. hit rate 0.085% among 200,000. AID 1385, 2008;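 active = inhibition above 40% at the single screening dose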;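 note: 0% = DMSO control wells and 100% = blanks with heterologous ssDNA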
# Target sequence (Q06609 whole entry, looked up): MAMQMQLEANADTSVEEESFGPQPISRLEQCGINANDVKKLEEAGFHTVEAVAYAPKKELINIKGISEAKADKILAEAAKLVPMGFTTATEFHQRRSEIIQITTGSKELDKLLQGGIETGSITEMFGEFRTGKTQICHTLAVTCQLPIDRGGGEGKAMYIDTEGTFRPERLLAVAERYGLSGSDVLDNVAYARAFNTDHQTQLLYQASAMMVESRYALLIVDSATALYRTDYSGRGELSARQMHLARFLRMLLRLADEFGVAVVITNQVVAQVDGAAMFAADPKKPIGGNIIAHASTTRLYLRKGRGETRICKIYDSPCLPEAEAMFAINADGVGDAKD
#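 System: human Rad51 nucleoprotein filaments preassembled on unlabelled ssDNA. Reagent: labelled 47-mer dsDNA for strand exchange. Schedule: 30-min compound preincubation and 15-min exchange, both room temperature. Measured by: FRET fluorescence dequenching, excitation 485 nm, emission 520 nm. Read-out: Fluorescence-based percent inhibition, control- and blank-normalised. Benchmarks: plate controls and plate blanks.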
# m-calpain inh – inhibitors of pig calpain II, primary screen, biochemical, fluorogenic peptide substrate, 1536-well. purified calpain II, 30 min. inhibition, % at 16 µM. hit rate 0.37% among 220,000;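 active = inhibition above about 50%, limit read from the data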
# thrombin 1536 – human alpha-thrombin inhibitors, primary screen, counter-screen for coagulation protease inhibitor project, biochemical, 1536-well, fluorogenic AMC substrate; AID 1046, 2008; Boc-VPR-AMC fluorogenic substrate cleavage; hit rate 0.26% among 220,000; inhibition, % at 5 µM; Prothrombin (Homo sapiens), P00734;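 active = inhibition at or above 40%; inactive = inhibition below 40%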;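 note: 0% = enzyme with no compound and 100% = wells without enzyme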
#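 System: human alpha-thrombin protein; Compound dosing: one concentration per compound, 5 µM, with 0.2% DMSO; Timing: reaction at room temperature; Technique: AMC fluorescence, 355/460 nm; Controls: enzyme without compound as high, wells lacking enzyme as low.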
# PERK inhibitor – block of dimerizer-induced PERK translation repression, primary screen, PERK inhibitor project, CHO PERK-DD cells, SEAP luminescence, HTS | AID 1416, 2008 | CHO PERK-DD fusion, SEAP luminescence translation reporter | inhibition, % at 5.6 µM | hit rate 0.17% among 220,000 | Eukaryotic translation initiation factor 2-alpha kinase 3 (Homo sapiens), Q9NZJ5;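 active = inhibition above the mean inhibition of all tested compounds plus 3 SD, set separately per screening campaign, cut at about 2.9% in these data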;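 note: PERK kinase domain activated by AP20187 dimerizer at 100 nM; 0% = DMSO with dimerizer and 100% = rapamycin at 8.4 µM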
# Furin inhibitor – human furin inhibitors, primary screen, biochemical, fluorescence intensity | P09958 | purified furin, fluorogenic substrate cleavage | inhibition, % at 30 µM | hit rate 0.061% among 220,000; in the data active = inhibition above about 25%; note: inactives centre near -15
# Cl transport mod – KCC2 cotransporter modulators, thallium flux, primary screen, cell-based, HEK293 KCC2, FluoZin-2 fluorescence, MLSMR; B-score of Tl+ flux slope (higher = more flux/activation; lower = inhibition) at 10 µM; Solute carrier family 12 member 5 (Homo sapiens), Q9H2X9; AID 1456, 2008; KCC2 cells, thallium flux FluoZin-2 fluorescence; hit rate 2.2% among 190,000;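 active = thallium flux slope and its plate-corrected score both differing from the plate sample mean at a set confidence after two filtering rounds, in either direction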;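 note: slope of fluorescence scaled to starting intensity during 10 to 20 s after thallium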
# FXIIa inh – human FXIIa protease inhibitors, primary screen, biochemical, 1536-well | inhibition, % at 5 µM | hit rate 0.3% among 220,000 | AID 800, 2007 | purified FXIIa, Boc-QGR-AMC fluorogenic substrate, 2 h; in the data active = inhibition above about 40%;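 note: 0% = enzyme with no compound and 100% = blank without enzyme; many of its hits are not listed in these tables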
# FXIa inh – human FXIa protease inhibitors, primary screen, biochemical, 1536-well; Coagulation factor XI (Homo sapiens), P03951; purified FXIa, Boc-Glu-Ala-Arg-AMC fluorogenic substrate; inhibition, % at 5 µM; hit rate 0.14% among 220,000; AID 798, 2007;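 active = inhibition of at least 40%; inactive = inhibition below 40%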;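 note: fluorescence of freed AMC excited at 355 nm; 0% = enzyme without compound and 100% = no enzyme blank; many of its hits are not listed in these tables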
# Target sequence (P03951 19-387 limits assumed): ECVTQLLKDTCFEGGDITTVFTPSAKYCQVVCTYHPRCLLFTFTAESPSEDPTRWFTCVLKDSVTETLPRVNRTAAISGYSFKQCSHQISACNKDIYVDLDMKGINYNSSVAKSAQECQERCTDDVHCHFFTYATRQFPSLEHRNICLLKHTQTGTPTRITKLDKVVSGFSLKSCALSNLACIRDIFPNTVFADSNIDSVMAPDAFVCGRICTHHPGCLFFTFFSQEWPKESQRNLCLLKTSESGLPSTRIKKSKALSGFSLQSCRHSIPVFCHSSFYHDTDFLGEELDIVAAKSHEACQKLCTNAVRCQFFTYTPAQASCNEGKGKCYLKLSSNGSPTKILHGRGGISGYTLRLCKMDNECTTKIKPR
# Target sequence (P03951 388-625 limits assumed): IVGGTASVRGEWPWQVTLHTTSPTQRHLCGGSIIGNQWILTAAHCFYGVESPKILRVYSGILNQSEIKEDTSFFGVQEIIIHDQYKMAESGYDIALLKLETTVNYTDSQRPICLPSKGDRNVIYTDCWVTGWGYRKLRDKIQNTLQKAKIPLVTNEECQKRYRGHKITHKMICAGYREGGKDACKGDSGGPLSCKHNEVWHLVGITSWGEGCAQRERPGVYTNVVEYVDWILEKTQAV
# KLK5 inh – human KLK5 protease inhibitors, primary screen, biochemical, 1536-well; AID 873, 2007; Kallikrein-5 (Homo sapiens), Q9Y337; recombinant hK5, fluorogenic AMC substrate cleavage; inhibition, % at 5 µM; hit rate 0.59% among 210,000;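 active = inhibition of 40% or more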;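 note: 0% = enzyme controls without compound and 100% = no-enzyme blanks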
# Numbers without * were called inactive; nt = no result given; [ ] = remark or other dose. Not all compounds are listed (hit frequency here may not be typical).
# Preview, two compounds:
structure	Rad51 HR inh	m-calpain inh	thrombin 1536	PERK inhibitor	Furin inhibitor	Cl transport mod	FXIIa inh	FXIa inh	KLK5 inh
Cn1c(CN2CCOCC2)nc2cc(NC(=O)c3ccc(F)cc3)ccc21	-8.9	-1.3	3.1	-0.2	-18.5[20 µM]	0.151	18.3	20.0	-14.8
O=S(=O)(CCN1C=CC(C(F)(F)F)=NCC1)c1ccc(F)cc1	15.6	-8.2	-3.2	1.8	-7.7	1.22	6.4	8.8	7.5

# All compounds of this part, from the first entry:
structure	Rad51 HR inh	m-calpain inh	thrombin 1536	PERK inhibitor	Furin inhibitor	Cl transport mod	FXIIa inh	FXIa inh	KLK5 inh
Cn1c(CN2CCOCC2)nc2cc(NC(=O)c3ccc(F)cc3)ccc21	-8.9	-1.3	3.1	-0.2	-18.5[20 µM]	0.151	18.3	20.0	-14.8
O=S(=O)(CCN1C=CC(C(F)(F)F)=NCC1)c1ccc(F)cc1	15.6	-8.2	-3.2	1.8	-7.7	1.22	6.4	8.8	7.5
COC(=O)c1ccc2ccn(CC(=O)NC3CCCCC3)c2c1	1.9	-138.9	5.2	0.3	-15.1[20 µM]	1.63	9.7	-1.2	-15.5
CCN(CC)C(=O)CN(C#N)c1nc(OC)nc(N(C)C)n1	2.4	-25.9	1.6	0.9	-3.0	-0.766	16.6	-2.1	-17.7
Cc1cccc(C)c1NC(=O)CSCCO	2.7	-15.4	2.5	0.2	-21.3	-0.659	4.2	-2.9	-3.7
Cc1ccc2nc(NC(=O)CSCC(=O)OCC(=O)c3ccccc3)sc2c1	-9.8	-15.2	93.5*	1.2	-26.5	-0.0491	9.7	9.6	-10.6
COc1ccc(-n2nc(C(=O)N3CCC(C#N)CC3)c3c4ccccc4n(C)c3c2=O)cc1	-0.6	nt	nt	-0.5	-23.1	-0.0459	nt	nt	nt
CCCCn1c(=O)c2c(O)cc(=O)oc2c2ccccc21	nt	-69.6	3.6	0.1	-19.4	nt	-4.6	1.5	-17.8
S=C(NCCCN1CCOCC1)Nc1cccc(-c2nnc3n2CCCCC3)c1	25.8	-24.9	2.2	-0.2	-20.3	0.854	9.1	-3.6	-9.0
COc1cc2[nH]c(=O)n(CCCCCC(=O)NCCCN3CCOCC3)c(=O)c2cc1OC	-6.4	-36.5	-7.0	0.9	-13.0	0.891	0.1	-6.4	-11.3
CC1CC2(CCCCC2)Nc2c1ccc1ccccc21 (stereo not drawn)	-7.8	-113.9	-7.1	1.9	10.2[20 µM]	1.11	-6.5	-4.8	-18.0
Cc1cc(C(=O)COC(=O)c2nccnc2N)c(C)n1C	7.8	-4.2	-22.2	1.4	-31.7	1.11	13.1	-4.6	0.5
N#CCCN(C(=O)COC(=O)c1ccc2c(=O)n3c(nc2c1)CCC3)c1ccccc1	1.6	-22.5	-4.9	0.6	-16.7	0.0157	6.7	2.4	-1.2
CC1CCCN(CCOc2ccc(Br)cc2)C1 (stereo not drawn)	2.5	-12.1	-2.5	0.9	-17.1	-0.474	4.1	7.4	-4.6
O=C(COC(=O)CC(NC(=O)c1ccccc1Cl)c1ccccc1)Nc1cccc(F)c1 (stereo not drawn)	-8.0	14.9	-2.9	1.0	-17.3	-0.515	16.0	6.5	-6.4
O=[N+]([O-])c1ccc(N2CCN(Cc3ccccc3)CC2)c(S(=O)(=O)N2CCOCC2)c1	3.1	-33.0	1.5	-0.2	-8.4	-3.61	13.1	3.4	7.2
CCCCP(=O)(CCCC)c1ccccc1C(=O)O	-0.2	-1.4	3.0	0.6	-16.9	2.03	20.9	9.3	-9.9
COc1cccc(-c2nc3cc(C)ccc3o2)c1	-11.0	2.0	1.7	1.6	-19.2	nt	7.6	2.6	7.9
c1cncc(-c2csc(NCc3ccco3)n2)c1	4.2	30.0	1.4	-1.2	-9.5[20 µM]	nt	45.7*	15.3	11.2
COc1cc(C(c2c(C)[nH][nH]c2=O)c2c(C)[nH][nH]c2=O)ccc1OS(=O)(=O)c1ccc(C)cc1	-6.3	-48.2	-5.3	-0.6	-9.6[20 µM]	-0.559	4.5	-1.1	8.3
Cc1cc2nc(C)c(Cl)c(=O)n2[nH]1	-2.3	-21.8	-2.6	0.1	0.1	0.364	3.8	-1.2	-5.4
O=c1c2ccccc2ncn1CCCOc1ccccc1[N+](=O)[O-]	-6.4	-10.0	-4.6	-0.2	-27.1	0.572	9.4	1.2	-16.3
CC(=O)/C(CN1CCCCC1)=N\O	-2.7	-17.5	-3.6	1.4	-23.2	0.99	17.1	3.2	-10.8
COc1ccc(Br)cc1C(=O)Nc1cccc2ncccc12	25.8	-10.3	5.2	-1.2	-17.8	-1.79	5.8	-0.4	-4.4
O=C(CO/N=C/c1ccc(Cl)cc1Cl)NNC(=O)c1cccc(Cl)c1	21.2	11.8	-0.2	1.4	-24.3	1.19	4.2	1.8	4.2
CCC1=C2CC[C@H]3C(=O)N(C)C(=O)[C@H]3[C@H]2[C@@]2(Cc3ccccc3)C(=NCCOC)OC(=O)N2C1=O	2.0	-8.6	-0.4	nt	-19.6	-0.0373	11.6	3.0	2.7
O=C(NC(=O)N1CCSCC1)c1c(Cl)cccc1Cl	18.4	-4.9	0.2	0.4	-8.5	nt	10.3	2.6	-0.1
CN(C)C(=S)SCC(=O)Nc1cccc(C(F)(F)F)c1	7.5	0.6	-4.5	0.3	-2.6	-0.305	-2.6	-6.5	-17.5
CCn1c(O)c(C=NC2CCCC2)sc1=S	4.4	44.1	-3.0	0.5	-27.0[20 µM]	-0.393	13.7	3.6	-3.8
O=S(=O)(/N=C(\c1ccccc1)N1CCOCC1)c1cccs1	14.0	14.7	-0.6	1.6	-25.3[20 µM]	0.453	11.4	-3.8	-6.2
CCOC(=O)Cc1ccc(NCc2ccc(Cl)cc2)cc1	8.6	-10.9	-4.6	1.5	-24.6	0.00413	7.2	-0.9	3.6
COc1ccc(N2C(=O)CC(N3CCC(c4nc5ccccc5[nH]4)CC3)C2=O)cc1 (stereo not drawn)	-5.2	-44.0	-14.5	0.4	-18.2[20 µM]	0.836	-8.8	-6.1	-18.4
N#CC1=C(N)OC2=C(C(=O)CCC2)C1C1C=CCCC1 (stereo not drawn)	5.5	1.7	-5.7	-0.2	-27.7	-0.513	6.8	-4.7	-0.9
CC(=O)Nc1ccc(OS(=O)(=O)c2cc(Cl)ccc2C)cc1	11.6	11.4	4.8	1.2	-19.4	-0.585	8.9	-2.1	-9.8
CN1C(=C2C(=O)OC(C)(C)OC2=O)Sc2ccccc21	-2.5	-42.4	2.3	0.8	-2.2	-0.105	10.9	-1.3	-4.0
C=CCNC(=S)N1CCc2[nH]c3ccccc3c2C1	7.4	-16.2	-1.2	-0.5	-18.2	-0.783	10.1	0.5	2.4
CCOC(=O)N1CCC(O)(c2cc(C)c(C)cc2C)CC1	4.0	1.9	7.4	0.3	-2.8[20 µM]	nt	16.0	4.3	5.7
Cc1ccccc1Nc1scc(-c2ccc(Br)cc2)[n+]1-c1ccccc1C	13.2	39.0	-14.4	0.1	-1.2	0.0851	4.4	-4.7	-4.1
Cc1cc(NCc2ccccn2)n2nc(C)c(-c3ccc(Cl)cc3)c2n1	27.0	5.8	-6.3	-0.3	-27.6	-0.985	1.4	2.3	-23.6
O=C(Cn1cc(C(=O)COc2ccccc2)c2ccccc21)NCc1ccco1	1.0	-50.6	1.8	-1.8	-8.1[20 µM]	-0.197	-6.3	-2.7	-12.8
CCOC(=O)c1[nH]c(C)c(C(=O)Nc2cc(OC)ccc2OC)c1C	nt	8.3	-1.2	-1.2	-19.0[20 µM]	0.849	4.4	4.2	-6.5
CCOc1cc(C(=O)OCC(=O)Nc2ncc(Cl)c(C)c2Cl)ccc1OCC(=O)N1CCOCC1	0.5	1.8	0.6	0.6	-17.9	-0.556	12.5	9.2	-1.2
COCCCNCCCCSc1ccc(Cl)cc1	1.8	-6.8	-2.0	0.5	-22.8	-1.05	7.7	10.3	-7.0
COc1ccccc1CNC(=O)c1cccs1	1.1	18.2	-1.4	-1.0	-10.5[20 µM]	-0.449	11.1	-0.3	11.8
CCc1ccc(NC(=O)N(CCN2CCOCC2)Cc2ccc3c(c2)CCCN3CC)cc1	2.3	24.8	-23.2	-0.6	-13.2[20 µM]	-0.552	-4.3	2.8	-2.9
COc1ccc(C(=O)C(CN2CCOCC2)c2ccccc2)cc1 (stereo not drawn)	-2.2	3.7	-0.5	-0.2	-1.1[20 µM]	0.159	10.6	-6.6	-5.8
CCCCNC(=O)c1cc(-c2ccc(OC)c(OC)c2)on1	4.0	1.0	-10.6	0.2	-11.9	0.0437	7.6	-2.1	-12.3
CC(=O)Nc1cccc(-c2nc3ccccc3[nH]2)c1	15.5	-17.9	-5.6	1.8	-14.5	0.00552	0.0	-4.5	-8.8
CCOc1cc(N2CCOCC2)c(OCC)cc1NC(=O)c1ccc(S(C)(=O)=O)cc1	-10.9	-24.4	-2.4	1.1	-28.8	0.0169	12.6	-0.3	2.5
CCc1cc2c(=O)[nH]c(Cc3ccccc3)nc2s1	10.6	-31.4	4.6	-1.0	-12.1[20 µM]	1.33	12.7	-3.3	-17.8
O=C(/C=C\c1ccc2c(c1)OCO2)CC1(O)C(=O)Nc2ccccc21 (stereo not drawn)	-1.1	-12.4	-4.2	0.2	-3.9	-0.664	6.3	-1.0	-2.5
COc1cc(C(=O)NCCC(=O)NCCCN2CCCCC2)cc(OC)c1OC	nt	-16.5	-2.5	0.8	-17.5	0.326	4.1	-3.2	0.4
CC(CN1CCCCC1)OC(=O)c1ccc(Cl)cc1 (stereo not drawn)	-17.7	13.5	2.5	0.1	-20.0	nt	4.6	-3.4	-13.7
OCCN=C1CCCc2c1[nH]c1ccc(Cl)cc21	18.5	-90.1	1.5	2.5	-14.5	1.27	6.7	4.3	3.1
COc1ccc2c(c1OC)C(=O)N1C2SC[C@H]1C(=O)NC1CC(C)(C)NC(C)(C)C1 (stereo partly drawn)	-5.2	5.0	-12.8	-0.1	-28.9	1.04	5.6	-6.7	-29.7
COC(=O)Oc1ccc(/C=N/NC(=O)CSCc2ccc(Cl)cc2)cc1OC	5.0	15.3	-6.5	0.9	-19.4	-1.35	-2.0	-7.2	-30.2
Cc1ccc(C(=O)Nc2ccc(Br)cc2)cc1S(=O)(=O)Nc1ccccn1	-24.7	-8.2	-9.1	0.4	-13.2	0.0593	1.6	-0.6	-5.2
O=S(=O)(NCC1CCCO1)c1ccc(Cl)nc1 (stereo not drawn)	6.5	12.9	-1.9	0.3	-21.1	-0.467	7.9	-14.7	30.5

# Compound activity as filed in PubChem BioAssay.
